Source: PubChem (several laboratories)
DDE Tn6 FP inh: inhibitors of Tn6 peptide binding to human fibrin DD(E); Fibrin DD(E) TRITC-Tn6 fluorescence polarization displacement; inhibition, % at 8.3 µM; 370,000 compounds, 0.21% hits;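 active means inhibition above a per-campaign cutoff: mean of compounds within control limits plus 3 SD, cut at about 15% in these data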;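 further: 0% = median of all compound wells on the plate and 100% = blocking peptide control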
rCAG binder: molecules binding r(CAG) RNA repeats | r(CAG) RNA repeat, TO-PRO-1 dye displacement fluorescence | inhibition, % at 3 µM | 370,000 compounds, 1.3% hits | AID 651821;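 active means inhibition above the plate cutoff, the mean of all test compounds on that plate plus 3 SD, cut at about 35% in these data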;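 further: 0% = DMSO alone and 100% = 100 µM mitoxantrone as full dye displacement; higher means more dye released from RNA so lower well fluorescence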
HGIII-sPLA2 inh: Inhibits HGIII-sPLA2 liposome hydrolysis, primary screen. QFRET BODIPY PC-A2 liposome hydrolysis, fluorescence. inhibition, % at 12.2 µM. AID 743126. Q9NZ20. 370,000 compounds, 0.56% hits;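 active means inhibition above mean plus 3 SD of compounds lying within the high and low control bounds, cut at about 19% in these data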;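 further: 0% = median of test compound wells and 100% = no enzyme DMSO wells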
KLK7 zymogen act: activates the human kallikrein-7 zymogen; purified proKLK7, EDANS-DABCYL substrate fluorescence; 100% is mature enzyme control, 0% vehicle; activation, % at 7 µM; 370,000 compounds, 0.9% hits; AID 652039;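 active means activation above the mean of all tested compounds plus 3 SD, computed per campaign excluding outliers beyond control limits, cut at about 13% in these data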
ASAP1 inh: blocks human ASAP1-stimulated Arf1 GTP hydrolysis. 360,000 compounds, 0.19% hits. AID 624377. GDP FP detection. inhibition, % at 16.5 µM. Q9ULH1; in the data active means inhibition above about 25%;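 further: 0% = vehicle with enzyme and substrate and 100% = no enzyme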
FXN GAA850 act: frataxin GAA850 promoter activation. HEK293 lucGAA850 FXN promoter luciferase reporter, 24 h; percent of 10 µM SAHA response. activation, % at 6 µM. 360,000 compounds, 0.56% hits. AID 540364;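 active means activation above the average of all compounds screened plus 3 SD, cutoff fixed separately per campaign, cut at about 7.5% in these data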;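 further: 0% = DMSO wells and 100% = 10 µM SAHA wells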
NPR2 activator: GC-B (human) receptor activation; activation, % at 10 µM; HEK293-GC-B cells, CNP EC30, cGMP TR-FRET; 0% at EC30 CNP, 100% saturating CNP; 370,000 compounds, 0.11% hits; P20594;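 active means activation at 10 µM reaching about 35% in either raw or pattern-adjusted values, limit read from the data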
Target sequence (P20594 whole entry, looked up): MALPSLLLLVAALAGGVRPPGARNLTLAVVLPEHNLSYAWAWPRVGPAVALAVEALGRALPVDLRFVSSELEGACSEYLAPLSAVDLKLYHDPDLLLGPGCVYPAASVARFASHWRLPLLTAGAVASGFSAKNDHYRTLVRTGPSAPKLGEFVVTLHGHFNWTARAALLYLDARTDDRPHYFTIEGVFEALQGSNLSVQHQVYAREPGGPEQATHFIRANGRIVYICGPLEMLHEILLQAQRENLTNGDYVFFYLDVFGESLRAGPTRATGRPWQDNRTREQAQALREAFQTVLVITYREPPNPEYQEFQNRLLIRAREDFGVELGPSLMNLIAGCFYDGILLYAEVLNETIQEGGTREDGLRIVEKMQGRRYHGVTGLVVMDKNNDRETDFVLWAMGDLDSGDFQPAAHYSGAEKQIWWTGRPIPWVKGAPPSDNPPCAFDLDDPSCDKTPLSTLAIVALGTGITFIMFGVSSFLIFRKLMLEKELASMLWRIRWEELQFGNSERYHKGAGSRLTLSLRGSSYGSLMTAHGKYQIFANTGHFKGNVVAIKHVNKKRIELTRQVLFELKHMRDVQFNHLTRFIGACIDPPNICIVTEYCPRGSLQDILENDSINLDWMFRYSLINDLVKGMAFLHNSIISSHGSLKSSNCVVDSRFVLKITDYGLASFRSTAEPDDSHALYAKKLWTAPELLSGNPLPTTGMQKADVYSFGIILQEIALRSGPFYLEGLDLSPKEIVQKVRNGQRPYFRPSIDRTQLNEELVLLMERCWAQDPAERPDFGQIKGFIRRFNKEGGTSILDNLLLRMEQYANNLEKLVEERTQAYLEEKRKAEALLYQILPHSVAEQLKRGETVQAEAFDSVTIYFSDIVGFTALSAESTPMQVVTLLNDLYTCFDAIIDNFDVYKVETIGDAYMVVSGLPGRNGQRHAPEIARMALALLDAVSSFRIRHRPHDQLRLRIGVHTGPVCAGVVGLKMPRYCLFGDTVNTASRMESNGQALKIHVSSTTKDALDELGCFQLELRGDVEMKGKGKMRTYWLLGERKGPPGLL
ADAM10 inh: ADAM10 inhibition, QFRET primary screen; recombinant ADAM10, EDANS/DABCYL FRET peptide cleavage, 3 h; inhibition, % at 7 µM; 370,000 compounds, 0.62% hits; AID 720582;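 active means inhibition above a per-campaign cutoff equal to the mean of compounds falling between control-based bounds plus 3 SD, cut at about 20% in these data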;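 further: 0% = DMSO wells while the 100% control is not disclosed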
NPR1 activator: GC-A (human) enzyme activation; P16066; HEK293 GC-A cells, cGMP TR-FRET, EC30 ANP; 0% at EC30 ANP, 100% saturating ANP; activation, % at 10 µM; 370,000 compounds, 0.14% hits; AID 1671463; in the data active means activation above about 40%
ARFGAP1 inhibitor: inhibitors of rat ARFGAP1; Q62848; Arfgap1-stimulated ARF1 GTP hydrolysis, GDP FP detection; inhibition, % at 16.5 µM; 360,000 compounds, 0.26% hits;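 active means inhibition above a per-plate limit, mean inhibition of low control wells plus 3 SD, cut at about 25% in these data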;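 further: 0% = DMSO wells with enzyme and 100% = wells lacking Arfgap1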
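Material: rat Arfgap1 GAP domain (His6, aa 1-136), purified enzyme. Also added: human ARF1(Δ1-17)-GTP substrate. Compound dosing: 16.5 µM single point, 1.26% DMSO. Timing: enzyme reaction 120 min at 25 °C after 20 min preincubation. Signal: GDP detection by fluorescence polarization. Read-out basis: percent inhibition of GAP-stimulated GDP formation, scaled between DMSO and no-Arfgap1 medians.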
The depositor's hits bear a star; / = no result given.

SMILES	DDE Tn6 FP inh	rCAG binder	HGIII-sPLA2 inh	KLK7 zymogen act	ASAP1 inh	FXN GAA850 act	NPR2 activator	ADAM10 inh	NPR1 activator	ARFGAP1 inhibitor
COc1cc(OC)c(C(=O)N(CCc2ccccc2)Cc2ccccc2)cc1OC	-5	-11	-8	0.1	-12	1.4	-7	6	-12	2
O=[N+]([O-])c1ccc(NCCNS(=O)(=O)c2ccccc2)cc1	1	-2	-5	-0.2	6	-1.1	1	2	0	-1
c1ccc2c(-c3ccc(OCCN4CCCCC4)cc3)c(-c3ccsc3)sc2c1	2	3	2	-0.9	-7	0.4	1	-6	-9	0
CN1C(=O)c2ccccc2C(C(=O)O)C1c1cccc(Cl)c1 (stereo not given)	0	0	5	-0.1	4	0.4	-2	5	4	8
O=C1c2cccc3cccc(c23)C(=O)N1CCN1CCN(CC(O)COCc2ccc(Cl)cc2)CC1 (stereo not given)	-2	1	-17	-0.1	12	-0.7	-1	-18	6	8
CC(NC(=O)OCc1ccccc1)C(=O)NCC1CCCO1 (stereo not given)	5	-2	3	-0.2	19	-1.2	2	-3	4	0
Cc1ccc(NC(=O)CN(C)C(=O)c2ccc(Br)o2)cc1	-10	1	6	-1.3	-2	1.8	5	-6	-3	4
O=C1c2ccccc2/C(=C\c2ccc(Br)s2)N1c1ccccc1	-1	5	-5	-5.8	-11	1.2	-18	-80	-4	-3
Cc1ccc(C(O)c2ncc(-c3ccccc3Cl)[nH]2)c(C)c1 (stereo not given)	-7	1	-9	0.5	10	-1.0	3	3	0	5
O=C(CSc1nc2ccccc2n1Cc1ccccc1)NNC(=S)Nc1ccccc1	6	32	34*	-0.2	/	/	8	12	1	/
O=C(N/N=C/c1ccc2c(c1)OCO2)c1cc(-c2ccc(F)cc2)nc2ccccc12	-9	15	0	-15	16	-2.3	5	-7	2	-5
S=C1NCN(Cc2ccco2)CN1Cc1ccco1	5	0	8	0.0	1	-1.5	4	-1	2	0
O=C(CN1CCN(S(=O)(=O)c2ccc(F)cc2)CC1)Nc1ccc(Cl)cn1	5	-2	-2	0.2	-1	1.0	1	2	5	-5
C=CC(=O)NCc1ccc(-c2csnn2)cc1	3	-2	6	-0.3	2	0.1	5	-5	-2	3
O=C(NCc1ccccc1)C1=C[C@@H](c2ccc(Br)cc2)C[C@@H](OCCCCO)O1	2	1	-7	-0.5	6	2.7	-4	14	1	4
COc1ccc(-c2cc(C(=O)N3CCCC(C(F)(F)F)C3)c3ccccc3n2)cc1OC (stereo not given)	-15	-3	2	-6.1	8	-0.7	8	-69	6	-8
N/C(=N\OC(=O)Oc1ccccc1)c1ccc(Br)cc1	1	5	2	0.0	-5	1.1	5	11	2	-1
NC(N)=NCCCc1cn(CC(=O)N2CCNCC2)nn1	-9	1	-2	1.1	13	2.5	6	-6	-3	-8
COc1cc(SC)ccc1C(=O)Nc1c(C)cccc1C	-3	-6	-3	-1.4	-1	-0.3	5	-2	1	-2
Cc1occc1-c1nnc(SCC(=O)N2CC(=O)Nc3ccccc32)n1CC(C)C	14	-4	-4	0.0	-16	0.2	1	-10	-2	15
CCOC(=O)C(=O)NNc1ccc(Cl)cc1	4	-1	2	0.1	-1	0.8	0	3	-4	-10
CN(Cc1nc2ccccc2[nH]1)C(=O)C1CCC(=O)N(C2CCCC2)C1 (stereo not given)	-7	1	1	-0.5	-5	-0.4	10	1	-2	-16
O=[N+]([O-])c1cccc(-c2n[nH]c(=S)n2Cc2ccccc2)c1	0	1	16	0.2	1	2.1	0	3	2	7
COc1ccc(S(=O)(=O)N2CCCC2C(=O)NCc2cccs2)cc1 (stereo not given)	4	-4	1	0.5	-4	0.7	1	-4	-1	-8
O=C(N/N=C/c1cccc(F)c1)c1cc(-c2ccco2)nc2ccccc12	4	45*	7	-54	-5	-0.7	-3	-391	-3	-11
Cc1ccc(NC(=O)C2CCN(c3ncnc4c3nc3n4CCCCC3)CC2)cc1Cl	6	2	-4	0.1	-5	2.4	0	-2	0	-4
C=CCO/N=C(/C)c1c(O)c(CC)c(-c2ccccc2)n(-c2ccccc2)c1=O	-1	-2	8	0.7	1	-0.4	3	6	0	0
CC(C)c1nc(SCC(=O)Nc2cccc(C(F)(F)F)c2)c2c(=O)n(C)c(=O)n(C)c2n1	2	3	1	0.8	6	-1.9	1	-1	-6	5
COc1cccc(NC(=O)C2CCCN2C(=O)Nc2ccccc2F)c1 (stereo not given)	5	-1	2	0.4	9	3.1	0	2	2	-2
N[C@@H](CO)c1nnc([C@H](CC(=O)O)NC(=O)C2CCNCC2)o1	-5	2	7	0.4	-9	-0.2	7	0	1	1
O=c1cc(CSc2nnc(-c3ccccc3)o2)c2ccccc2[nH]1	-1	-1	2	-0.4	10	2.6	-5	-12	1	-7
CC(CN1CCOCC1)OC(=O)c1ccc2c(c1)OCCO2 (stereo not given)	9	-1	13	-0.1	-4	-0.8	-3	6	1	-5
O=C(OCc1ccccc1)c1ccc2c(c1)-c1ccccc1C2=O	6	8	1	0.3	9	2.3	-2	-4	1	6
OCC(O)C1OC(Nc2ccc(Br)cc2)C(O)C1O (stereo not given)	-7	-1	1	0.0	12	0.1	-2	2	3	1
NC(=O)c1cc(S(=O)(=O)N2CCCC2)ccc1OCCOc1ccccc1F	1	1	3	-0.2	10	-0.3	0	-1	-1	-2
CC(C)(C)C(=O)N1NC(=Nc2ccccc2)SC1(C)C	4	-8	0	0.0	-1	2.9	3	7	3	-1
CCc1nc2ccc(C(=O)N(C)Cc3ccccc3)cn2c1N(C)CCCc1ccccc1	-5	2	9	0.5	-13	1.3	1	4	-3	-6
Cn1c2c(c(=O)n(C)c1=O)C(C(F)(F)F)(C(F)(F)F)N=C(c1ccccc1Cl)N2	4	0	2	-0.3	2	2.4	3	-1	4	-11
Cn1cccc1CC(=O)NNC(=S)NC(=O)c1ccc(F)cc1	5	4	2	0.6	13	1.3	-1	-7	3	11
O=C(N/N=C/c1cc2ccccc2nc1Cl)c1ccncc1	-4	-2	-2	-0.5	0	-0.4	-9	-1	-2	3

Compounds from the list above containing a thiophene ring, fused or not, in the order listed:
SMILES	DDE Tn6 FP inh	rCAG binder	HGIII-sPLA2 inh	KLK7 zymogen act	ASAP1 inh	FXN GAA850 act	NPR2 activator	ADAM10 inh	NPR1 activator	ARFGAP1 inhibitor
c1ccc2c(-c3ccc(OCCN4CCCCC4)cc3)c(-c3ccsc3)sc2c1	2	3	2	-0.9	-7	0.4	1	-6	-9	0
O=C1c2ccccc2/C(=C\c2ccc(Br)s2)N1c1ccccc1	-1	5	-5	-5.8	-11	1.2	-18	-80	-4	-3
COc1ccc(S(=O)(=O)N2CCCC2C(=O)NCc2cccs2)cc1 (stereo not given)	4	-4	1	0.5	-4	0.7	1	-4	-1	-8

Remaining list, next part:
SMILES	DDE Tn6 FP inh	rCAG binder	HGIII-sPLA2 inh	KLK7 zymogen act	ASAP1 inh	FXN GAA850 act	NPR2 activator	ADAM10 inh	NPR1 activator	ARFGAP1 inhibitor
Cc1ccc(N(Cc2cc3ccc(C)cc3[nH]c2=O)S(C)(=O)=O)c(C)c1	5	3	0	0.5	7	0.7	-6	-19	-8	2
COc1cc(OC)c(C2CC(=O)N3CN(c4ccccc4C)CSC3=C2C#N)cc1OC (stereo not given)	4	15	-3	1.9	12	/	0	-2	-1	10
O=C(O)c1cc(-c2cccnc2)nc2ccc(Br)cc12	1	0	-3	-0.3	-10	-1.1	8	0	37	-5
CCn1c(N2CCN(S(=O)(=O)c3ccc(F)cc3)CC2)nc2ccccc21	3	-4	-1	0.3	1	0.1	-3	-4	-7	-5
O=C1NC2(CCCCCC2)C(=O)N1Cc1cccc(Cl)c1	-1	2	10	0.7	-4	-0.1	3	-8	2	1
CC1(C(=O)NC2CCCC2)CCN1C(=O)Cc1ccc(-c2ccccc2)cc1 (stereo not given)	2	-1	5	0.1	-1	-0.8	5	10	2	-7
CCCCn1c(=S)[nH]c2c(=O)n(C)c(=O)n(C)c21	-2	-2	7	0.0	5	0.6	-1	-8	-4	-9
O=C(c1csc(Nc2ccccc2Cl)n1)N1CCCC1	13	-3	0	0.2	3	5.8	11	-2	-1	-8
COc1cc(/C=C2/C(=O)N(c3ccc([N+](=O)[O-])cc3)N=C2N2CCOCC2)ccc1O	-6	5	7	0.2	1	-1.0	-4	-2	9	18
CC(C)(C)n1ncc2c(=O)n(CC(=O)Nc3ccccc3)cnc21	0	0	-2	-0.6	-5	-0.6	-4	-1	-4	-22
CCN(C(=O)COC(=O)c1nc2nc(C)cc(C)n2n1)C1CCS(=O)(=O)C1 (stereo not given)	2	1	2	0.3	1	1.1	-1	-6	1	9
C/C=C1\NC(=O)[C@H](C)NC(=O)[C@@H](NC(=O)[C@H](Cc2ccc(O)cc2)NC(=O)[C@@H](NC(=O)/C(C)=C/C)C(C)C)[C@@H](C)OC(=O)[C@H](CCCc2ccc(O)cc2)NC(=O)[C@@H](CCC(=O)OC)NC1=O	2	10	-20	0.1	-6	/	0	-3	2	4
C[C@H](CO)N1C[C@H](C)[C@@H](CN(C)Cc2ccc3c(c2)OCO3)Oc2cc(Br)ccc2S1(=O)=O	-3	4	-24	-0.8	0	-0.5	-8	12	-12	5
COc1ccc(C2CCCN2CC(O)COc2ccccc2C(C)C)cc1 (stereo not given)	1	1	5	-0.4	-11	-2.8	-12	14	-31	-7
CC(C)(C)NC(=O)C1CC1(c1ccccc1)c1ccccc1 (stereo not given)	9	-3	4	0.0	-2	-1.1	-6	-5	-10	-11
O=c1c2ccccc2ncn1-c1ccc(Cl)cc1Cl	-10	-6	7	-0.5	-12	0.8	1	-1	-2	7
Cn1ncc(Cl)c1C(=O)N1CCN(c2cccc(Cl)c2)CC1	-1	-6	7	0.0	-7	-0.5	-5	-9	-4	10
C=CCOc1ccc(C(=O)/C=C2/C(=O)Nc3ccccc32)cc1	-12	7	5	-0.9	1	4.4	0	-4	3	-11
COC(=O)c1ccc(/C=N/N2CCN(Cc3ccc(C)cc3C)CC2)cc1	0	-4	19	-0.3	10	-1.3	-5	-4	-5	-11
COc1ccc(C(=S)N2CCOCC2)cc1OC(=O)c1ccccc1Cl	-13	0	1	0.4	4	1.3	0	7	-8	4
CC(=O)N1c2ccc(S(=O)(=O)N3CCC(C(=O)Nc4cccc(C)n4)CC3)cc2CC1C (stereo not given)	-5	-2	-3	0.1	7	-4.0	8	1	0	2
CCSc1nnc(SCC(=O)Nc2cc(C)on2)s1	-5	1	11	-0.7	-2	0.6	-2	-5	4	-8
CCCCC(=O)NC(=S)NNC(=O)CC#N	2	-2	2	-0.2	6	0.0	-3	-4	5	-5
O=C(O)c1cc(-c2ccccc2Cl)n(-c2ccccc2)n1	9	6	4	0.8	-4	5.6	-5	8	-3	-7
CC(C)C[C@H]1CNC(=S)N1CC1CCCN1C[C@H](Cc1ccccc1)N1C[C@H](Cc2ccc(O)cc2)N(CC2CCCCC2)C1=S (stereo not given in full)	-2	13	-6	-0.3	5	3.3	3	-4	5	-3
O=[N+]([O-])c1ccccc1S(=O)(=O)N1CCSCC1	2	0	0	-0.1	2	0.6	1	-1	2	7

Compounds as they come. About 4.5% of those tested had a hit in this group.
